Screening data: PubChem, National Center for Advancing Translational Sciences (NCATS)
HEK293 cAMP cs: raises cAMP in parental HEK293 cells, TSHR agonist counter-screen; parental HEK293 CNG cAMP sensor, membrane potential fluorescence; Potency, µM (titrated, usually from 57.1 µM), without a hit: at the top dose activation, actives largely listed as activators; 73,000 tested, 2.5% active; further: potency means the concentration at half of the fitted maximal effect; % of control where 0% means no effect; nearly all actives have a fitted effect of over 55% in size
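Counterscreen for endogenous-receptor signalling: CNG-channel HEK 293 cells report cAMP rise by membrane depolarization. After 60 min dye equilibration with 100 uM RO 20-1724, compounds incubated 30 min before bottom-read fluorescence at 590 nm.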
Fluorescein fluor: compound fluoresces in the fluorescein spectral region | Compound autofluorescence, 480/540 nm, fluorescein-equivalent; hits give high values | max fluorescein-equivalent concentration, M | 59,000 tested, 0.91% active; in the data active means max fluorescein-equivalent concentration above about 10 nM; inconclusive means between about 1.1 nM and that limit
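Normalized response (dye-equivalent concentration) derives from comparing each well's 540 nm emission, under 480 nm excitation, with plate-resident fluorescein standards. Compounds were held in 100 mM Tris, pH 8.0, for 15 min at room temperature.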
TexasRed autofl: compound fluoresces in the Texas Red spectral region. Compound fluorescence, Texas Red channel, 547/618 nm; hits give high values. max dye-equivalent concentration, M. 59,000 tested, 0.06% active; in the data active means max dye-equivalent concentration above about 10 nM; inconclusive means between about 1.1 nM and that limit
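Fluorescence at ex 547/em 618 nm, normalized against an on-plate Texas Red standard series to give dye-equivalent concentration per compound concentration. Buffer 100 mM Tris, pH 8.0; 15 min RT incubation before CCD imaging.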
BRCT PPI red: inhibitors of human BRCA1 BRCT-phosphoprotein interaction (red fluorophore); P38398; BRCT-phosphopeptide binding, red fluorescence polarization; Potency, µM (top dose mostly 76.9 µM), inactives show top-dose activity change, negative = inhibition, actives largely listed as inhibitors; 75,000 tested, 0.03% active; AID 892; further: on the % scale 0 is the no-effect control and ±100 the full control effect
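Rhodamine-labelled pBACH1 10-mer (100 nM) bound to BRCT domain (100 nM) at pH 7.3; compounds incubated 12 min room temperature, polarization read. Free peptide defines full inhibition; unlabelled decapeptide titrated as control.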
Caspase-1 inhib: caspase-1 (human) inhibition, allosteric or competitive. P29466. Caspase-1 enzyme, Ac-WEHD-AFC fluorogenic rate. Potency, µM (top dose mostly 57.5 µM), for the others: top-dose activity change, negative = inhibition, hits mostly inhibitors. 75,000 tested, 0.03% active. AID 900;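 further: potency means the concentration at half of the fitted maximal effect; plate controls were vehicle for no effect and no substrate for full effect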
A350 fluor: A350 region autofluorescence. max dye-equivalent concentration, M. AID 590. Compound autofluorescence, 340/450 nm, Alexa 350 dye-equivalents; hits give high values. 59,000 tested, 11% active; in the data active means max dye-equivalent concentration above about 10 nM; inconclusive means mostly about 1.1 nM to 9.6 nM
USP2a inh: USP2a (human) protease inhibition; O75604; USP2a enzymatic assay, qHTS inhibition; Potency, µM (doses to about 38.3 µM), inactives show top-dose activity change, negative = inhibition, most hits filed as inhibitors; 60,000 tested, 0.1% active; AID 927;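 further: potency means the concentration at half of the fitted maximal effect; nearly all actives have a fitted effect of over 60% in size; plate controls were DMSO for no effect and NEM full inhibition control for full effect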
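USP2 core (20nM final) preincubated 30 min RT with compound, then Ub-PLA2 20nM and NBD C6-HPC 20uM final added; buffer 20mM Tris-HCl pH 8.0, 2mM CaCl2. Fluorescence Ex 460/Em 535 read at 0 and 2.5 h; normalized to NEM.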
Caspase-7 inhib: blocks human caspase-7 allosterically or competitively | 75,000 tested, 0.02% active | AID 889 | Potency, µM (top dose mostly 57.5 µM), inactives show top-dose activity change, negative = inhibition, most hits filed as inhibitors | recombinant caspase-7, Ac-DEVD-AFC fluorescence rate | P55210; active means well fitted inhibition curve with a large enough effect in the main read-out, with a control signal flat, not every such curve was filed as active; inconclusive means small, poorly fitted or top-dose-only effect, or a change in a side signal; further: potency means the concentration at half of the fitted maximal effect; % of control where 0% means no effect
BRCT inh green: blocks human BRCA1 BRCT binding to phosphopeptide, green readout | 75,000 tested, 0.05% active | P38398 | Potency, µM (highest dose often 76.9 µM), without a hit: at the highest dose activity change, negative = inhibition, usual class: inhibitors | BRCA1 BRCT-phosphopeptide binding, green fluorescence polarization;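 further: potency means the concentration at half of the fitted maximal effect; plate controls were peptide without protein for full effect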
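Fluorescence polarization: His-tagged BRCT (~35 kDa BRCA1 C-terminus, 250 nM) bound to 100 nM fluorescein-labeled phosphorylated 10-aa BACH1 peptide, pH 7.3 phosphate buffer with DTT and Tween 20. Compounds incubated 12 min at room temperature; inhibition read as lowered polarization.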
4MU fluor: compounds fluorescent in 4-MU spectral region | 59,000 tested, 11% active | max dye-equivalent concentration, M | compound autofluorescence, 340/450 nm, 4-MU equivalents; hits give high values; in the data active means max dye-equivalent concentration above about 10 nM; inconclusive means mostly about 1.1 nM to 9.6 nM
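Compounds in 100 mM Tris, pH 8.0, sat 15 min at room temperature before fluorescence was read at 340 nm excitation/450 nm emission; a per-plate six-point 4-MU standard curve converted signals to dye-equivalent concentration at each compound concentration.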
Rhodamine fluor: rhodamine region autofluorescence | Rhodamine-region fluorescence, 547/598 nm, Tris buffer; hits give high values | max dye-equivalent concentration, M | 59,000 tested, 0.05% active | AID 594; in the data active means max dye-equivalent concentration above about 11 nM; inconclusive means between about 1.1 nM and that limit
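Intensities are converted to rhodamine-equivalent concentration using a six-point rhodamine standard on each plate. Compounds sit 15 min at room temperature in 100 mM Tris buffer, pH 8.0; read uses the 547/598 nm excitation/emission pair.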
Starred values were filed as active, the others as inactive; i = inactive; ? = inconclusive; . = no result given; [ ] = dose if it differs, or a comment. Unless noted, the call rests on the fitted dose curve; in most records, active means well fitted curve in the direction sought with a large enough effect; inconclusive means small, poorly fitted or top-dose-only effect, or another doubt; inactive means no such curve, though single readings can be large; an effect the other way counts as inactive or inconclusive. A portion of the library, so the mix of outcomes need not match the whole.

structure	TexasRed autofl	BRCT inh green	Caspase-1 inhib	HEK293 cAMP cs	Fluorescein fluor	Rhodamine fluor	4MU fluor	USP2a inh	BRCT PPI red	Caspase-7 inhib	A350 fluor
Cc1cc(C)c2nc(N3CCCN(C(=O)c4cnccn4)CC3)c(C#N)cc2c1	?	0.8%	-12%	17%	i	i	1.5e-08M*	7%	0.3%	-11%	2.1e-08M*
COc1ccc(-c2ccc(-c3nnc(-c4cc(OC)ccc4OC)o3)cc2)cc1	i	-3.7%	0%	3%	i	i	4.5e-06M*	4%	-0.9%	-1%	8.2e-06M*
COc1cccc(OC)c1C(=O)N1CCN(c2ccccn2)CC1	?	2.1%	-1%	13%	i	i	i	2%	0.1%	0%	i
O=c1cc(-c2ccccc2O)oc2cc(O)cc(O)c12	i	0.5%	-1%	-5%	i	i	i	.	-2.4%	-1%	i
COCCN(CCOC)c1nc(C)nc2c1nc(-c1ccccc1)n2CCCN(C)C	.	0.5%	0%	?	.	.	.	.	-1.7%	0%	.
O=C(Oc1cccc2cccnc12)c1cccc(-n2cnnn2)c1	i	3.8%	-1%	-2%	i	i	i	29%	-0.2%	0%	i
COC(=O)c1ccc(NC(=O)CCn2cccc2)cc1	.	-1.2%	-3%	-6%	.	.	.	.	1.7%	0%	.
COc1ccc(OC)c(S(=O)(=O)NCCc2cn3ccsc3n2)c1	.	-3.2%	-6%	4%	.	.	.	.	1.1%	-4%	.
CO[C@@H]1CC[C@@]2(C)[C@@H](CC[C@@]3(C)[C@H]2CC=C2[C@H]4CC(C)(C)[C@H](O)[C@@H](OC(C)=O)[C@]4(CO)[C@H](O)C[C@]23C)[C@@]1(C)CO (tested in a mixture with another compound)	i	-0.3%[34.4 µM]	-2%[25.7 µM]	2%[25.6 µM]	?	i	i	-1%[17.1 µM]	-0.8%[34.4 µM]	0%[25.7 µM]	i
O=c1c2c3nc4ccccc4nc3n(CC3CCCO3)c2ncn1CCc1ccccc1 (stereo unspecified)	i	-1.8%	-2%	?	i	i	8.6e-07M*	15%	-1.3%	-3%	1.1e-06M*
Cc1csc(NC(=O)c2nc3nc(C)cc(C)n3n2)n1	?	-0.3%	0%	0%	?	i	i	-3%	-2.1%	6%	i
CCCCS(=O)(=O)NC1=NCN(C2CCN(Cc3ccccc3)CC2)CN1	?	-1.9%	0%	8%	?	i	i	-4%	-8.0%	0%	i
Cc1ccc(C)c(S(=O)(=O)Nc2ccccc2C(=O)Nc2cc(C)on2)c1	i	-0.5%	-1%	28%	i	i	2.9e-07M*	13%	-0.2%	-2%	3e-07M*
Cc1nn(C)cc1/C=N/O	i	.	.	.	i	i	?	.	.	.	?
O=C(O)C1CC(=O)N(Cc2ccccc2)C1 (stereo unspecified)	i	-5.4%	0%	1%	?	i	i	1%	0.8%	0%	i
CCCNC(=O)CS(=O)(=O)Cc1nc(-c2ccccc2C)oc1C	.	-1.2%	-2%	?	.	.	.	.	-0.3%	-1%	.
CCc1ccc(S(=O)(=O)NCc2csc(-c3cccnc3)n2)s1	.	1.8%	1%	?	.	.	.	.	-1.4%	2%	.
COc1ccc(C(=O)C(c2ccccc2)N2CCOCC2)cc1 (stereo unspecified)	i	-3.8%	-5%	28%	i	i	i	-4%	-0.4%	-5%	i
N#Cc1sc2nc3c(c(-c4cccnc4)c2c1N)CCC3	?	-1.7%	-5%	1%	?	i	?	-21%	-1.7%	-3%	?
Cc1noc(C)c1-c1nc(Nc2ccncc2)c2ccccc2n1	i	9.0%	-1%	-11%	i	i	i	-3%	-0.9%	-3%	i
CN1CCN(S(=O)(=O)c2ccc(SCCOc3ccccc3)nc2)CC1	i	-0.9%	-1%	3%	?	i	i	2%	0.5%	0%	i
Cc1ccc(-c2nc3c(=O)n(C)c4ccccc4c3o2)cc1	i	0.6%	-2%	?	i	i	1.2e-07M*	11%	1.0%	1%	1e-07M*
COc1ccccc1NC(=O)CSc1nnc(C)n1CCc1ccccc1	i	-0.4%	-4%	11%	i	i	i	-6%	-1.3%	0%	i
O=C(COC(=O)c1cccs1)c1ccc2c(c1)OCCO2	i	-0.2%	-1%	14%	i	i	i	-3%	-0.6%	2%	i
Cc1ccc(C(=O)Nc2ccc(O)c(C(=O)O)c2)o1	i	-0.2%	0%	3%	i	i	i	-11%	0.5%	-1%	i
C=CCN1C(=O)C(O)=C(C(C)=O)C1c1ccccc1F (stereo unspecified)	.	-1.0%	-4%	10%[11.4 µM]	.	.	.	-5%[7.66 µM]	-1.2%	1%	.
O=C(CCN1C(=O)COc2ccccc21)NCCC1=CCCCC1	i	-0.9%	0%	17%	i	i	i	13%	-0.7%	0%	?
CC1CCN(Cc2c(C#N)c3ccccc3n2C)CC1	i	-0.6%	-2%	19%	?	i	i	-21%	-0.5%	-2%	?
CC1CCC(C(=O)NC(C(=O)NCCCN2CCOCC2)C(C)C)CC1 (stereo unspecified)	i	-5.4%	1%	?	i	i	i	3%	-4.8%	1%	i
O=c1[nH]nnc2sc3c(c12)CCCC3	i	0.4%	0%	-4%	i	i	i	-2%	0.1%	-1%	i
Cc1cnc(CNc2ncnc3ccc(-c4ccoc4)cc23)cn1	i	-1.9%	-10%	?	i	i	5.1e-08M*	95%[activator]	-1.8%	-9%	5.3e-08M*
COc1ccc(-c2nc(CSCC(=O)N3CCc4ccccc4C3)c(C)o2)cc1OC	.	-4.0%	-9%	6%	.	.	.	.	0.4%	-13%	.
COc1ccc(C(=O)N2CCC3(CCCN(Cc4nccs4)C3)CC2)cc1	i	-0.8%	-2%	?	?	i	i	53%[activator]	-0.4%	-1%	i
Cc1ccc2c(c1)c1ncnc(N3CCOCC3)c1n2C	?	-0.2%	-3%	16%	i	i	2.4e-06M*	5%	-0.6%	-8%	3.4e-06M*
C=CCN1C(=O)CN=C1Nc1cc(C)ccc1C	?	0.9%	-2%	0%	?	i	i	-7%	0.3%	7%	i
CCC(C)N1C(=O)c2ccccc2C1C(=O)NC1CCCCCC1 (stereo unspecified)	i	0.5%	-1%	?	i	i	i	5%	0.7%	1%	i
CC(=O)NCC(=O)N(Cc1ccco1)C1(C(=O)NC2CCCCC2)CCCCC1	i	-1.5%	-1%	?	i	i	i	5%	-0.5%	0%	i
Cc1ccccc1S(=O)(=O)Cc1ccc(C(=O)NCc2cccnc2)o1	i	-1.1%	-2%	?	i	i	?	3%	1.1%	0%	?
COc1ccc(C)cc1NC(=O)CSc1nnc(COc2ccc(C)cc2)n1Cc1ccco1	i	2.4%	0%	?	i	i	1.6e-08M*	-7%	2.3%	-4%	2.1e-08M*
Cc1cc(C)cc(OCc2nnc(SCC(=O)Nc3ccccc3)o2)c1	i	-3.5%	-1%	7%	?	i	i	-23%	-0.9%	-1%	i
COc1cc2c(cc1NC(=O)CN(C)Cc1nc3ccccc3c(=O)[nH]1)oc1ccccc12	i	-1.5%	-2%	?	?	i	i	22%	0.0%	0%	i
CCCCCOC(=O)Cn1c(N2CCOCC2)nc2c1c(=O)[nH]c(=O)n2C	i	-3.5%	-1%	-3%	i	i	i	0%	-3.4%	2%	?
Cn1c(CNC(=O)Nc2ccccc2)nnc1SCc1ccccc1	i	-1.7%	-1%	4%	i	i	i	-7%	-0.8%	3%	i
CC(C)c1ccc2oc(-c3ccc(N)cc3)nc2c1	.	-2.2%	-3%	-9%[11.4 µM]	.	.	.	-18%[7.66 µM]	0.3%	-1%	.
Cc1nn(Cc2ccc(Cl)c(Cl)c2)c(C)c1NC(=O)c1cc(-c2ccco2)on1	i	18%	-5%	16%	?	i	i	57%[activator]	1.6%	?	i
CCc1c(C)nc2cc(-c3ccc(OC)cc3)[nH]n2c1=O	i	1.4%	-1%	-13%	i	i	i	0%	-1.9%	3%	i
CCOc1ccc2nc(NC(=O)CSc3nnc(-c4ccncc4)n3CC3CCCO3)sc2c1 (stereo unspecified)	i	-0.9%	-1%	-6%	i	i	i	.	-0.1%	1%	i
CCc1nc2ccccc2c(C(=O)OC2CCOC2=O)c1C (stereo unspecified)	?	0.7%	0%	9%	?	i	i	-1%	1.4%	7%	i
CC(=O)Nc1ccn(Cc2c(F)cccc2Cl)n1	i	1.9%	-1%	11%	i	i	i	12%	0.5%	-1%	i
O=C(NC1CS(=O)(=O)CC1NCc1ccccc1)c1ccccc1 (stereo unspecified)	i	-1.2%	-4%	-1%	?	i	?	7%	0.3%	-5%	?
COc1ccc(C(=O)n2nc(-c3ccco3)nc2SC)cc1OC	i	0.1%	0%	0%	i	i	i	28%	-0.1%	-1%	i
Cc1nnc(NCCc2ccccc2)[nH]c1=O	.	0.3%	0%	2%	.	.	.	0%	-0.8%	1%	.
